Source: PubChem (National Center for Advancing Translational Sciences (NCATS))
FLuc counter – firefly luciferase modulation, counter-screen for miR-21 project | Potency, µM (series often up to 57.5 µM), inactives show at the highest dose activity change, negative = inhibition, most hits filed as inhibitors | actives 6.9% (n = 360,000) | P08659 | purified FLuc, Km substrates, luminescence inhibition;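 note: plate controls were vehicle for no effect and reference inhibitor for full effect; nearly all actives have a fitted effect of over 55% in size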
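Purified P. pyralis luciferase, 10 nM final, with Km-level 10 uM D-luciferin and 10 uM ATP in 50 mM Tris acetate pH 7.5, 10 mM Mg acetate, 0.01% Tween-20, 0.05% BSA; 6-point qHTS titration about 60 µM downward; luminescence read.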
MBNL1-CUG inh – blocks human MBNL1 binding to CUG repeat RNA. Q9NR56. actives 0.036% (n = 280,000). AID 2675. TR-FRET MBNL1-His/biotin-(CUG)12 binding, 665/545 ratio. Potency, µM (highest dose often 57.5 µM), inactives show at the highest dose activity change, negative = inhibition, most hits filed as inhibitors; active = well fitted inhibition curve with a large enough effect in the signal ratio, with a control signal flat, not every such curve was filed as active; inconclusive = small, poorly fitted or top-dose-only effect, or effect the other way, or a change in a side signal; inactive = no such curve, though single readings can be large or run the other way; the % refers to the signal ratio; note: % is set by controls: 0 for no effect and ±100 for the full control effect
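TR-FRET between His-tagged MBNL1 and biotin-(CUG)12 RNA, detected with Tb anti-His antibody (0.055 ng/ul) and streptavidin-XL665 (5 nM), 60 min at room temperature. Compounds titrated 92 nM to 58 uM; 665/545 nm ratio normalized to buffer and complex controls.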
CXXC DNA block – inhibitors of human MLL CXXC domain-DNA interaction | MLL-CXXC / FITC-HOXA9 DNA fluorescence polarization | Potency, µM (top dose mostly 115 µM), without a hit: top-dose activity change, negative = inhibition, usual class: inhibitors | actives 0.037% (n = 290,000) | AID 2662; active = well fitted inhibition curve with a large enough effect in the polarisation, with a control signal flat, not every such curve was filed as active; inconclusive = small, poorly fitted or top-dose-only effect, or effect the other way, or a change in a side signal; inactive = no such curve, though single readings can be large or run the other way; the % refers to the polarisation
Target sequence (Q03164 whole entry, looked up, the tested form may be a part): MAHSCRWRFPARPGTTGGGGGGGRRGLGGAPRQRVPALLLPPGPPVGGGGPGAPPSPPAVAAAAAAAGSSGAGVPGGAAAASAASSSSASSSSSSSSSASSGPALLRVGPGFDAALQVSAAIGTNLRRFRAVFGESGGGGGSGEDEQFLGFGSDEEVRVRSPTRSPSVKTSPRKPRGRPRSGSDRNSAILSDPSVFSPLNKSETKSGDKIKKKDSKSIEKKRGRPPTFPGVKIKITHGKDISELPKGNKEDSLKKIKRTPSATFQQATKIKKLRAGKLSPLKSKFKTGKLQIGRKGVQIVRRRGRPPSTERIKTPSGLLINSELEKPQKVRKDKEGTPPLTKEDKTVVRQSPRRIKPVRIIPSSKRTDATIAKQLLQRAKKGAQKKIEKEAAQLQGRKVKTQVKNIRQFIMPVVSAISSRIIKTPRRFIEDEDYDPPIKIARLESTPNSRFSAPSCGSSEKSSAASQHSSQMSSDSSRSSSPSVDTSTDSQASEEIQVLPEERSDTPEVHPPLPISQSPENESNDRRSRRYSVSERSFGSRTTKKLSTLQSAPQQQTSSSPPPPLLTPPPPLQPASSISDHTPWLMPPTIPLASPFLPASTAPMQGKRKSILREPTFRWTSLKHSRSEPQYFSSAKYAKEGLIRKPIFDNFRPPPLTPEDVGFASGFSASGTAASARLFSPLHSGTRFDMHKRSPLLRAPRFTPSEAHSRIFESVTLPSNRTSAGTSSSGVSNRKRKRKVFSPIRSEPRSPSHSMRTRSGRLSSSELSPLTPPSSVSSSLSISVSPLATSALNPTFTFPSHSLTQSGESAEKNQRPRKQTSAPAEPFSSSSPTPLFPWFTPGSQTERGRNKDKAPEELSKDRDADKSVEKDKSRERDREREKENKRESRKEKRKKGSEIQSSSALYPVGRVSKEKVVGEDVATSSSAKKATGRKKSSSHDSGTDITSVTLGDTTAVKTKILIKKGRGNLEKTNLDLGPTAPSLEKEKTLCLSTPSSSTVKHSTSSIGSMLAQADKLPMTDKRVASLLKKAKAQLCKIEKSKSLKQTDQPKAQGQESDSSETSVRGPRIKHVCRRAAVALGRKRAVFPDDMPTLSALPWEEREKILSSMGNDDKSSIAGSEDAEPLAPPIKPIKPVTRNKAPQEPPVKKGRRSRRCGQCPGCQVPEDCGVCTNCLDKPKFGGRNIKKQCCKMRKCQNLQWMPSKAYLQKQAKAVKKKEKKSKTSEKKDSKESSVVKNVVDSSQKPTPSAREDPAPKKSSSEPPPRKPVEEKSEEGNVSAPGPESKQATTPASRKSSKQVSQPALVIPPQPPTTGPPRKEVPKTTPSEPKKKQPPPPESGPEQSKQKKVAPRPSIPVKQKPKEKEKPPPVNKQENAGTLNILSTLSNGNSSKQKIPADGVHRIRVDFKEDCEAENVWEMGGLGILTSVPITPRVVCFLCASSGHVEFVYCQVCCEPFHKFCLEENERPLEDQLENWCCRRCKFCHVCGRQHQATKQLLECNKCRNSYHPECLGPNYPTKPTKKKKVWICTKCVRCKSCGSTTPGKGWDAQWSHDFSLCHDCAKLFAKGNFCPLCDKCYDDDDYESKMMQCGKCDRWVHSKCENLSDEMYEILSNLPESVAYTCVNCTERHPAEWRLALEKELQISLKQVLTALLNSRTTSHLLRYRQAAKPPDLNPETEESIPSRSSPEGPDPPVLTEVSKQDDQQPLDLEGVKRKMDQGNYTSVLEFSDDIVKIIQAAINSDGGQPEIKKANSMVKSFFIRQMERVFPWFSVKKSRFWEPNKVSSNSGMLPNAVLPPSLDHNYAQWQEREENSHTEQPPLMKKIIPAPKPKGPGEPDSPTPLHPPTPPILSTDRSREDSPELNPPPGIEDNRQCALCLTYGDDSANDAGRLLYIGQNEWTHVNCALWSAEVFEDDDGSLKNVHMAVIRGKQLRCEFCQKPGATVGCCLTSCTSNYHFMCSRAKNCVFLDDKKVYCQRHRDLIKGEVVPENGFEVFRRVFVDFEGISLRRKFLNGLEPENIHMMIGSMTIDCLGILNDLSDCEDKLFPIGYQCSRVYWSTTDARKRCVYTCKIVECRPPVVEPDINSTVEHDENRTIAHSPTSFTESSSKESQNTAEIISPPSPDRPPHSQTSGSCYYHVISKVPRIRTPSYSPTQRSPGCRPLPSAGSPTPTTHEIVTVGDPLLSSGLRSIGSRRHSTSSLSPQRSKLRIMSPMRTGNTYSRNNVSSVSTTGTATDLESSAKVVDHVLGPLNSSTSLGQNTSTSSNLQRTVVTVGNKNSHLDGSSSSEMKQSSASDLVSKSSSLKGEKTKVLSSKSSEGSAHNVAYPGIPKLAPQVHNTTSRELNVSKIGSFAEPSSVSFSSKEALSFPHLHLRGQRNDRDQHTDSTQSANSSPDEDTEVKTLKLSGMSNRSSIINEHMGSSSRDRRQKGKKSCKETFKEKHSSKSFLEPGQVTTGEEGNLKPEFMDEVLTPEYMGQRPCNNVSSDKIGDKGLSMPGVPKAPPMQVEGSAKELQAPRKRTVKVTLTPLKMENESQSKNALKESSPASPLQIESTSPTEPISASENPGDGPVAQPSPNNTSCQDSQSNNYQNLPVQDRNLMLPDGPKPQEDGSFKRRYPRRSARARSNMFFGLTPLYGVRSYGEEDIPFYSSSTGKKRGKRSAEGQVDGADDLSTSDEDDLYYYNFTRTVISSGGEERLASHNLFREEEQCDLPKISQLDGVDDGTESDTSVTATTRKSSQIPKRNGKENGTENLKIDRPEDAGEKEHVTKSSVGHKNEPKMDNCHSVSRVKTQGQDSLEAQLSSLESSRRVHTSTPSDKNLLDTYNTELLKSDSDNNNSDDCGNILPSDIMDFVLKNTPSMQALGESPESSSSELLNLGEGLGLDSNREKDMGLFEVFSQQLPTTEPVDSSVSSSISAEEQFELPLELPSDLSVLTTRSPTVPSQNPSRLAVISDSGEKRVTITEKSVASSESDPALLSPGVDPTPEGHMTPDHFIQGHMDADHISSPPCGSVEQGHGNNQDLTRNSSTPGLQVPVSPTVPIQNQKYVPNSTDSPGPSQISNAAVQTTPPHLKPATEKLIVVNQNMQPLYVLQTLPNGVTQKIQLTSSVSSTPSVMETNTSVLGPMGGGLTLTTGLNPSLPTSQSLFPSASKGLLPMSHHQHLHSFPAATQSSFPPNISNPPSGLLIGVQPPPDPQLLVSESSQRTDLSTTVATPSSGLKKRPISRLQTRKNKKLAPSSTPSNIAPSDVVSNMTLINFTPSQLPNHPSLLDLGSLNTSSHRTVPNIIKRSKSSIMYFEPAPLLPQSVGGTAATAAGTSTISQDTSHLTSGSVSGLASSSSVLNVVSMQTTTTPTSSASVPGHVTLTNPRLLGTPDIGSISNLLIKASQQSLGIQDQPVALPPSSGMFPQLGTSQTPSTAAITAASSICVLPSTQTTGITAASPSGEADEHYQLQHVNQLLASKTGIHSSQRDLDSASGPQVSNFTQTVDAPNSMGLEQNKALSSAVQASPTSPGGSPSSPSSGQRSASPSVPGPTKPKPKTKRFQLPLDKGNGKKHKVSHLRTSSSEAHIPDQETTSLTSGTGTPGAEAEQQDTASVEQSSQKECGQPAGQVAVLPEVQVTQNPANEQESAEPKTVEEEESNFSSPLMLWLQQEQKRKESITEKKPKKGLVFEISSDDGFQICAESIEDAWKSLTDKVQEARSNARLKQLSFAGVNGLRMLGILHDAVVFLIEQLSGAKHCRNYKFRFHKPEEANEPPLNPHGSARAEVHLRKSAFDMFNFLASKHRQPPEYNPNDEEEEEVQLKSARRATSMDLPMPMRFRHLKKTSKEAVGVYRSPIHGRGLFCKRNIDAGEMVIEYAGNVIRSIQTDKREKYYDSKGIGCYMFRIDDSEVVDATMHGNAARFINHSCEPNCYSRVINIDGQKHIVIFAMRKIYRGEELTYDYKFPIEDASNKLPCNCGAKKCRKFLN
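Purified MLL-CXXC (added from a 7 uM solution) was preincubated 5 min at ambient with pinned compounds in 50 mM Tris-HCl pH 7.5, 50 mM NaCl, 1 mM DTT, 0.05% BSA. Fluorescein-labeled HOX-A9 DNA (50 nM solution) followed, 30 min, then polarization read.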
ELG1 genotoxic – induces genotoxicity in HEK293T cells with luciferase-tagged ELG1 | HEK293T ELG1-luciferase reporter, luminescence, 16 h | Potency, µM (top dose mostly 46 µM), for inactives: at the highest dose activity change, positive = activation, most hits filed as activators | actives 1.3% (n = 330,000) | AID 504466; note: % of control where 0% means no effect; nearly all actives have a fitted effect of over 60% in size
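After overnight (16 hr) compound treatment at 37 °C, ELG1-luciferase HEK293T cells were lysed with ONE-Glo; luminescence quantified 30 min later at room temperature.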
uPA generation – cell surface uPA generation inhibition; actives 0.31% (n = 330,000); cell surface uPA generation assay, qHTS; Potency, µM (series often up to 38.3 µM), for inactives: at the top dose activity change, negative = inhibition, hits mostly inhibitors; AID 540303; active = well fitted inhibition curve with a large enough effect; inconclusive = small, poorly fitted or top-dose-only effect; inactive = no such curve, though single readings can be large or run the other way; tested in mouse RAW 264.7 cells; note: % is set by controls: 0 for no effect and ±100 for the full control effect; nearly all actives have a fitted effect of over 55% in size
p53 reactivation – re-activators of mutant p53 | AID 504706 | H1299 p53-A138V BP100-luciferase reporter, luminescence, 24 h | Potency, µM (titrated, usually from 92.2 µM), for inactives: at the highest dose activity change, positive = activation, hits mostly activators | actives 0.063% (n = 320,000); note: % of control where 0% means no effect; nearly all actives have a fitted effect of over 45% in size
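p53-null H1299 cells stably carrying temperature-sensitive p53-A138V and a BP100-luciferase reporter were pinned with compounds (4-point, 1:5 series) and held 24 hrs at 37 deg C. Luminescence was read 10 min after detection reagent.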
Gal4-VP16 FLuc – counter-screen for ROR gamma inhibitors: Gal4-VP16 reporter | Drosophila S2 Gal4-VP16 UAS-luciferase, luminescence, 20 h | Potency, µM (top dose mostly 53.6 µM), without a hit: at the top dose activity, negative = inhibition, hits mostly inhibitors | actives 3.5% (n = 310,000) | AID 2546;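 note: Gal4-VP16 expression switched on by copper sulfate through the metallothionein promoter; % is set by controls: 0 for no effect and ±100 for the full control effect; nearly all actives have a fitted effect of over 50% in size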
RORgamma inh – ROR gamma (mouse) transcription inhibition; P51450; Drosophila S2 Gal4-RORgamma UAS-luciferase reporter, 20 h; Potency, µM (titrated, usually from 53.6 µM), inactives show at the highest dose activity change, negative = inhibition, hits mostly inhibitors; actives 5.4% (n = 310,000); AID 2551; note: % is set by controls: 0 for no effect and ±100 for the full control effect; nearly all actives have a fitted effect of over 60% in size
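Stably transfected Drosophila Schneider cells are the test system, with ROR gamma fused to Gal4 and luciferase under UAS control; luminescence is read after 20 hr of 700 uM copper sulfate induction at ambient temperature.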
BRCA1 expr act – BRCA1 expression activation. Potency, µM (top dose mostly 46.1 µM), inactives show at the top dose activation, hits mostly activators. MCF7-BRCA1-FFLuc reporter, luminescence, 48 h; response scale: scaled: vehicle 0%, 10 µM genistein 100%. actives 1.1% (n = 380,000); note: nearly all actives have a fitted effect of over 80% in size; some results filed as inactive show a strong effect at the top dose
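Reporter cells (MCF7, BRCA1 promoter-firefly luciferase) received library compounds across a concentration series for 48 h. End-point luminescence was measured and concentration-effect curves derived after normalization.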
NPC1 prom act – activates the NPC1 promoter; actives 2.4% (n = 320,000); Potency, µM (titrated, usually from 9.22 µM), inactives show at the top dose activation, most hits filed as activators; Huh7 NPC1 promoter luciferase reporter, 24 h; AID 485313;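 note: % of control where 0% means no effect; nearly all actives have a fitted effect of over 60% in size; reporter is driven by a mutant NPC1 promoter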
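In 1536-well qHTS, Huh7 cells harboring an NPC1 promoter–luciferase construct received compound for 24 h; activation was quantified by luminescence following luciferase reagent addition.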
Rab9 prom act – activates the Rab9 promoter | Potency, µM (series often up to 9.22 µM), without a hit: at the top dose activation, negative = inhibition, usual class: activators | actives 2.8% (n = 320,000) | Huh7 Rab9 promoter-luciferase reporter, luminescence, 24 h; note: % of control where 0% means no effect; nearly all actives have a fitted effect of over 60% in size
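Cell-based reporter: Huh7 stable for Rab9 promoter-driven luciferase, plated in reduced-serum medium with 10% FBS at 1500 cells/well, compound-treated 24 h at 37 °C, luminescence read after 10 min reagent.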
The depositor's hits bear a star; u = inconclusive; x = not tested or not shown; [ ] = another dose, or the depositor's remark. Unless noted, calls come from the whole dose curve; as a rule, active = well fitted curve in the direction sought with a large enough effect; inconclusive = small, poorly fitted or top-dose-only effect, or another doubt; inactive = no such curve, though single readings can be large; an effect the other way counts as inactive or inconclusive. Potency is the fitted concentration of half-maximal effect. Not all compounds are listed; rates above refer to the full screens.

SMILES	FLuc counter	MBNL1-CUG inh	CXXC DNA block	ELG1 genotoxic	uPA generation	p53 reactivation	Gal4-VP16 FLuc	RORgamma inh	BRCA1 expr act	NPC1 prom act	Rab9 prom act
c1ccc2[nH]c(SCC3CCCCO3)nc2c1 (configuration not stated)	19µM*	-12%	1%	u	-7%	19%	5%	-41%	100%	1.8µM*	1.4µM*
C[C@H](NC(=O)c1nc[nH]c1C(=O)OCc1ccccc1)c1ccccc1	10%	x	x	-3%	25%	6%	x	x	8%	-1%	-3%
COc1cc(CC(=O)OCC(=O)NCc2ccc(C)cc2)cc(OC)c1OC	6%	x	x	-2%	-11%	3%	x	x	-9%	-2%	3%
CN1CCC(OC(=O)c2cc3cc(Cl)cc(Cl)c3oc2=O)CC1	-1%	u	0%	0%	20%	x	-6%	-27%	-48%	0%	3%
CS(=O)(=O)N1CCN(c2ccccc2NC(=O)c2cc3ccccc3o2)CC1	-8%	3%	7%	-8%	5%	-3%	-4%	6%	-38%	13%	12%
COc1cc([N+](=O)[O-])ccc1NC(=O)NCC1CCN(Cc2ccc(Cl)cc2)CC1	-1%	u	-1%	-8%	10%	0%	-16%	0%	-35%	-6%	1%[1.84 µM]
COc1cccc(C(=O)NNC(=S)NC2CCCCC2)c1	u	x	5%	11%	0%	u	u	u	51%	u	2.2µM*
CCc1nnc(NC(=O)c2ccc(F)c(S(=O)(=O)N3CCCCC3)c2)s1	1%	-8%	16%	-11%	-11%	x	x	x	-7%	1%	0%
CCN(CC)CCCN1C(=O)C(O)=C(C(C)=O)C1c1cccc(OC)c1 (configuration not stated)	0%	0%	0%	0%	x	-3%	-4%	8%	x	1%	-11%
COc1ccc(N2CCN(Cc3cc(=O)oc4c3ccc3ccccc34)CC2)cc1	8%	10%	u	2%	x	0%	-15%	-30%	x	-3%	-19%
CC1(C)CC(=O)C/C(=N\NC(=O)C2CC2c2ccccc2)C1 (configuration not stated)	0%	0%	-1%	-8%	-8%	-3%	-16%	-1%	32%	-1%	-5%
COc1ccc(OC)c(Cc2nnc(CCC(=O)N3CCN(C4CCCC4)CC3)o2)c1	u	10%	-3%	u	2%	30%	29%	1%	55%	18%	u
CCCC(=O)C1=C(O)C(C(=O)OC)C(C)(C)CC1=N (configuration not stated)	2%	8%	4%	1%	2%	-7%	-1%	12%	-7%	-3%	16%
Oc1c(C=Nc2cccc3cccnc23)sc2ccccc12	0.38µM*	u	u	3.3µM*	x	u	1.4µM*	1.8µM*	x	-4%	-20%
O=C(NC(=O)c1ccccc1N1CCCCC1)Nc1ccc(Br)cc1	-6%	-17%	-5%	-1%	8%	4%	0%	16%	0%	-9%	-4%
COc1cccc(Nc2nc(-c3sc(NC(=O)CC(C)C)nc3C)cs2)c1	u	8%	u	-9%	1%	13%	18µM*	u	-69%	-7%	-7%
O=C1N=C(N2CCc3ccccc3C2)S/C1=C\c1ccc(O)cc1	17µM*	u	23%	2%	-5%	15%	1.6µM*	1.1µM*	-9%	2%	-10%
CC(C)(C)C(=O)NCc1ccc(C(=O)CSc2nnc(C3CC3)n2C2CC2)s1	1%	x	x	0%	-26%	-9%	x	x	-13%	-1%	-6%
CCCCc1nnc(NC(=O)C2=COCCO2)s1	17µM*	-3%	-1%	15µM*	-4%	u	-10%	u	u	2.5µM*	4.5µM*
COc1ccccc1N1CCN(CC(=O)c2c[nH]c3ccccc23)CC1	-3%	x	4%	-4%	1%	3%	-2%	11%	-22%	-3%	-9%
CN(C(=O)Cn1cnc([N+](=O)[O-])n1)C1CCCCC1	2%	31%	0%	0%	2%	8%	-13%	-16%	3%	-1%	3%
O=C(Nc1ccccc1C(=O)OCn1nnc2ccccc2c1=O)c1ccco1	-1%	-10%	1%	1%	-1%	5%	11%	22%	3%	2%	3%
O=C(NCc1ccccc1Cl)c1cnn2cccnc12	3%[2.3 µM]	8%	1%	2%	0%	-7%	7%	23%	-8%	0%	-6%
COc1cc(CN(C)c2ncnc3sccc23)ccc1OC(F)F	-1%	-1%	32%[activator]	-13%	x	0%	u	-3%	-56%	-5%	-2%
CCn1c(COc2ccc(OC)cc2)nc2ccccc21	13µM*	-2%	-3%	17%	-6%	3%	-6%	u	11µM*	u	u
Cn1c(C(=O)N2CCCC(C(=O)NCc3ccccc3)C2)cc2sccc21 (configuration not stated)	-2%	-2%	-3%	-1%[9.26 µM]	5%	-2%	1%	28%	0%	1%	-1%
N#Cc1nc(Nc2cccc(Cl)c2)c2ncn(C3CCCC3)c2n1	1.3µM*	x	x	u	u	u	x	x	u	3.5µM*	1%
COc1cc(-c2nnc3sc(Cc4ccccc4)nn23)cc(OC)c1OC	-12%	2%	11%	1%	-4%	-23%	12%	-10%	-65%	3%	1%
COc1ccc(-c2ccc(NC(=O)c3ccco3)cc2)nn1	1.2µM*	x	x	u	-16%	-6%	x	x	u	u	0.1µM*
Cc1ccc2nc(SC(C)C(=O)N3CCOCC3)[nH]c2c1 (configuration not stated)	24µM*	2%	u	u	-2%	26%	1%	u	u	2.5µM*	3.2µM*
O=C(NCCCN1CCOCC1)c1ccc2c(c1)N(Cc1ccccc1)CCS2	0%	15%	-14%	-3%	4%	-5%	-1%	-9%	0%	-2%	-4%
COc1ccc(S(=O)(=O)N(C)CC(=O)NCCC2=CCCCC2)cc1OC	4%	-2%	0%	-3%	x	-5%	-3%	0%	-15%	0%	12%
COc1ccc(S(=O)(=O)N2CCC(C(=O)NCCC(=O)Nc3ccc(Cl)cc3)CC2)cc1	2%	-6%	-7%	0%	3%	3%	8%	-1%	1%	-1%	-5%
Cc1ccc2c(c1)c1nnc(SCC(=O)Nc3ccccc3C(F)(F)F)nc1n2CC(=O)O	-15%	10%	1%	1%	2%	1%	-1%	-14%	-17%	2%	7%
CCCOc1ccc(-c2nnc(-c3ccncc3)o2)cc1	4.8µM*	3%	-11%	2.1µM*	1%	33%	4%	10%	u	3.5µM*	u
COc1cccc(/C(O)=C2/C(=O)C(=O)N(CCN(C)C)C2c2ccc(Br)cc2)c1 (configuration not stated)	2%	9%	-2%	-1%	1%	-4%	1%	-38%	2%	1%	-7%
Cc1cc(C)c2c(Cn3ccnc3)cc(=O)oc2c1	-1%	7%	11%	5%	6%	-1%	-12%	2%	-1%	0%	-2%
CCN(CC)C(=O)c1cc(Cl)ccc1NC(=O)c1ccco1	-3%	-1%	5%	-2%	1%	-3%	2%	1%	-2%	0%	-7%
Cc1c(C(=O)N2CCC(Cc3ccccc3)CC2)cccc1[N+](=O)[O-]	1%	-8%	1%	0%	7%	0%	5%	1%	-58%	-8%	2%
COc1ccccc1NS(=O)(=O)c1cc(NC(C)=O)ccc1N1CCCCC1	u	-3%	-1%	3%	-7%	-4%	-1%	4%	-22%	-7%	0%
O=C(COc1ccccc1Cl)NCCCNC(=O)c1cccnc1	-3%	-6%	24%	4%	-2%	-1%	1%	-2%	-11%	0%	0%
CCn1ccnc1CN1CCCC(C(=O)c2ccc3cc(OC)ccc3c2)C1 (configuration not stated)	u	17%	-5%	-7%	-2%	0%	1.6µM*	0.022µM*	-25%	-3%	-8%
O=Cc1cccn1-c1ncc(Br)cn1	1%	0%	8%	-3%	-6%	1%	2%	13%	12%	-4%	0%
Cc1ccc2cc(C=C(C#N)C#N)c(N3CCCCC3)nc2c1	-21%	38%[activator]	u	-1%	-14%	-26%	-6%	39%	1%	-5%	1%
CC(=O)Nc1cccc(NC(=O)c2cc(-c3cccnc3)nc3ccc(Cl)cc23)c1	u	13%	1%	-10%	-2%	-4%	-12%	11%	-49%	-5%	-4%
CC(C)CN(C(=O)CN1CCN(c2ccc([N+](=O)[O-])cc2)CC1)c1c(N)n(CC(C)C)c(=O)[nH]c1=O	1%	u	5%	1%	0%	3%	-7%	4%	-31%	-5%	-10%
COc1cc(C2NC(=O)NC(C)=C2C(=O)OC2CCCC(C)C2)cc(Br)c1O (configuration not stated)	0%	-1%	-8%	3%	22%	x	26%	u	-23%	-2%	-2%
COCCn1cnc2c1c(=O)n(CC#N)c(=O)n2Cc1ccccc1	1%	-2%	4%	-1%	2%	2%	-3%	-6%	-1%	-3%	-4%
Clc1ncccc1-c1nnn(-c2ccccc2)n1	2.4µM*	-5%	19%	6.5µM*	u	14%	-29%	-45%	u	1.1µM*	1.4µM*
O=C(NNC(=O)c1ccncc1)c1ccccc1	-4%	-2%	3%	2%	7%	9%	-14%	12%	-14%	1%	-5%
